Screening results (PubChem BioAssay)
S100A4 inh HTS: S100A4-myosin IIA interaction inhibition. P26447. AID 652163. inhibition, % at 10.7 µM. S100A4/TAMRA-MyoIIA peptide fluorescence polarization. actives 0.14% (n = 360,000);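 active = mean inhibition of at least 70% across replicates, with every replicate also reaching that level; inconclusive = mean inhibition reaches 70% but some replicates fall short; inactive = mean inhibition below 70%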
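Compound dosing: one dose per compound; test system: human S100A4 monomer with TAMRA-labelled myosin IIA peptide; probe or stimulus: TAMRA-labelled myosin IIA heavy-chain peptide probe, 5 nM; medium: HEPES buffer with Ca2+, pH 7.2; schedule: 5 min incubation before reading; benchmarks: neutral control DMSO, positive control TFP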
PglD inh: blocks C. jejuni PglD acetyltransferase activity | actives 0.098% (n = 360,000) | inhibition, % at 12.5 µM | purified PglD enzyme, DTNB colorimetric CoA detection; in the data active = inhibition above about 16%, passing the limit was not always enough; inconclusive = no clear call, values can overlap the other calls; note: strong numbers were not always called active
E-selectin induc: induces E-selectin expression in human endothelial cells; HUVEC E-selectin immunofluorescence imaging; normalized: neutral wells 0, TNF-alpha wells 100; activation, % at 7.58 µM; P16581; actives 0.37% (n = 260,000); AID 686992;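 active = mean E-selectin-positive cell signal at least 10% of the positive control, reached in at least 60% of replicates, without over 20% cell loss; inconclusive = no rule given, readout overlaps actives, possibly toxicity-flagged; inactive = the rest, including those meeting only one limit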;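 note: in these data hits start at about 27%; measured in HUVEC primary endothelial cells; signal is the percent of cells scored E-selectin positive by PE staining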
Target sequence (P16581 whole entry, looked up): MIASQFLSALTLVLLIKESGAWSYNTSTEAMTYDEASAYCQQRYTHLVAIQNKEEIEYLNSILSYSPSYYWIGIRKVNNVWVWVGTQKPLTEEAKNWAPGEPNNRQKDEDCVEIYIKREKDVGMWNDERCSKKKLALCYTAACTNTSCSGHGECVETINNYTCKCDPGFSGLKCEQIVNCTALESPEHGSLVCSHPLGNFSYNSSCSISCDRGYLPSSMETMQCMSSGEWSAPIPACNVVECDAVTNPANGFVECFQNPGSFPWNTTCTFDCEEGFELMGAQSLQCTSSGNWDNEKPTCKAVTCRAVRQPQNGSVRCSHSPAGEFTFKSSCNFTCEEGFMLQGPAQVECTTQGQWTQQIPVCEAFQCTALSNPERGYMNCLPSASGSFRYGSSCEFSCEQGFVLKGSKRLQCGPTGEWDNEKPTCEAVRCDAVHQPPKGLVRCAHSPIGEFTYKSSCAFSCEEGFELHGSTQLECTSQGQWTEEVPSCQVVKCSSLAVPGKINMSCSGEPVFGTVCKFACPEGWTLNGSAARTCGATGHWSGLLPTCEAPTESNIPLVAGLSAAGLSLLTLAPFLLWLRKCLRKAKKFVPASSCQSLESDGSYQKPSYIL
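Test system – human umbilical vein endothelial cells (HUVEC), E-selectin induction · Input – 3,000 HUVEC seeded per well · Buffer or medium – EGM-2, gelatin · Compound dosing – single-point compound dose · Detection – immunofluorescence imaging · Measure – percent E-selectin-positive cells · Controls – TNF-alpha high, DMSO low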
ERp5 block: blocks human ERp5 reductase activity on insulin; AID 651711; ERp5 insulin aggregation, absorbance 650 nm, 90 min; actives 0.05% (n = 350,000); Q15084; inhibition, % at 9.99 µM;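 active = mean replicate inhibition above about 25%, with every replicate also reaching it, limit read from the data, passing the limit was not always enough; inconclusive = only one of those two criteria met; inactive = neither criterion met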
Target sequence (Q15084 whole entry, looked up): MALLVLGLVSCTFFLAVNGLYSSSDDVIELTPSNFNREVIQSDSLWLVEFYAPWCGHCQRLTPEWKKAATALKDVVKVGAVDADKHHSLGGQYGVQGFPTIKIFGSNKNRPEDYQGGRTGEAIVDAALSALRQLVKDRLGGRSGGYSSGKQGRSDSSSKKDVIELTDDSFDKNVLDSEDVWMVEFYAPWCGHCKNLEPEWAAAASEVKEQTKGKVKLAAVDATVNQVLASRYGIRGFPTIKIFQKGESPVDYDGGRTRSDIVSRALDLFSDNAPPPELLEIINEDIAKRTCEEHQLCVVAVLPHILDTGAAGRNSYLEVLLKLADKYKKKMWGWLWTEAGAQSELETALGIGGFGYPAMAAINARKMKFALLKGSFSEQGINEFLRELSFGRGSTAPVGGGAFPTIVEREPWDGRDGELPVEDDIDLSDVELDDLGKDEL
SIRT5 inh: sirtuin-5 (human) deacylase inhibition; Purified SirT5, succinyl-peptide AMC, trypsin-coupled fluorescence; inhibition, % at 15 µM; actives 1.1% (n = 330,000); AID 652115; in the data active = inhibition above about 15%; inconclusive = no clear call, values can overlap the other calls
Statin myotox sup: protects C2C12 myotubes from simvastatin toxicity; ATP luminescence, 48 h; scaled: DMSO 0, geranylgeraniol control 100; rescue of ATP level, % at 7.49 µM; actives 0.78% (n = 330,000); AID 602340;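 active = mean ATP rescue above about 67%, or every replicate alone reaching that limit, limit read from the data, passing the limit was not always enough; inconclusive = no clear call, values can overlap the other calls; inactive = mean under the limit and some replicate under it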;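 note: myotubes were challenged with 10 µM simvastatin during compound exposure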
DENV2 CPE rescue: DENV2-induced cell death inhibition | CPE inhibition, % at 9.99 µM | actives 1.7% (n = 350,000) | DENV2-infected cells, cytopathic effect rescue, plate reader; in the data active = CPE inhibition above about 20%, passing the limit was not always enough; inconclusive = no clear call, values can overlap the other calls; tested in BHK-21 cells;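 note: 0% = median of neutral control wells and 100% = median of positive control wells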
* hit, by the source's call; ? = inconclusive; / = not tested or not shown; & = joins results of further samples. An excerpt; rates above refer to the full screens.

Start of the data: the first 4 entries as a preview:
# | SMILES | S100A4 inh HTS | PglD inh | E-selectin induc | ERp5 block | SIRT5 inh | Statin myotox sup | DENV2 CPE rescue
1 | CCCN(C)C[C@@H]1Oc2ncc(C#Cc3ccc(OC)c(OC)c3)cc2C(=O)N([C@H](C)CO)C[C@@H]1C | 6 | -1 | -0.1 | -2 | 0 | 26 | -6
2 | CCCn1c(C(Cc2ccccc2)NC(=O)COC)nc2ccccc21 (centres undefined) | -1 | 1 | 0.9 | 10 | -2 | 10 | -19
3 | COc1ccc(-c2cnc3c(c2)C(=O)N([C@H](C)CO)C[C@H](C)[C@@H](CN(C)Cc2ccccc2)O3)cc1 | -14 | -1 | -0.1 | 4 | 0 | 31 | ?
4 | C=CCOc1ccc(C=CC(=O)c2c(O)c(OC)c(OC)c(OC)c2OC)cc1 | -5 | -10 | 1.0 | 1 | 1 | -6 | 19

The listing, previewed entries included:
# | SMILES | S100A4 inh HTS | PglD inh | E-selectin induc | ERp5 block | SIRT5 inh | Statin myotox sup | DENV2 CPE rescue
1 | CCCN(C)C[C@@H]1Oc2ncc(C#Cc3ccc(OC)c(OC)c3)cc2C(=O)N([C@H](C)CO)C[C@@H]1C | 6 | -1 | -0.1 | -2 | 0 | 26 | -6
2 | CCCn1c(C(Cc2ccccc2)NC(=O)COC)nc2ccccc21 (centres undefined) | -1 | 1 | 0.9 | 10 | -2 | 10 | -19
3 | COc1ccc(-c2cnc3c(c2)C(=O)N([C@H](C)CO)C[C@H](C)[C@@H](CN(C)Cc2ccccc2)O3)cc1 | -14 | -1 | -0.1 | 4 | 0 | 31 | ?
4 | C=CCOc1ccc(C=CC(=O)c2c(O)c(OC)c(OC)c(OC)c2OC)cc1 | -5 | -10 | 1.0 | 1 | 1 | -6 | 19
5 | COC1C(OC(=O)/C=C/C=C/C=C/C=C/C(=O)O)CCC2(CO2)C1C1(C)OC1CC=C(C)C (centres undefined) (tested in a mixture with another compound) | -5 | / | 0.1 | 7 | / | / | 5
6 | CC(=O)/C(CN1CCCCC1)=N\O | -7 | -2 | / | -13 | -2 | -45 | /
7 | C[C@H]1CCCCO[C@@H](CN(C)C(=O)NC2CCCCC2)[C@@H](C)CN([C@@H](C)CO)C(=O)c2cc(NC(=O)Nc3cccc4ccccc34)ccc2O1 | 4 | -5 | 0.6 | 0 | -2 | 96* | 1
8 | N#C/C(=C\c1c(N2CCCCC2)nc2ccccn2c1=O)S(=O)(=O)c1ccccc1 | 2 | / | 0.0 | 6 | 0 | -1 | 5
9 | COc1ccc2c(c1)c(C(=O)N/N=C/c1ccccc1Cl)c(C)n2C | 4 | / | 3.8 | 0 | 0 | 9 | -4
10 | Cc1ccc(NC(=O)CCS(=O)(=O)c2cccc3nonc23)cc1 | -8 | / | -0.3 | -5 | -5 | / | -2
11 | COc1ccc(CC2(CO)CCN(Cc3cccnc3)CC2)cc1 | 7 | -7 | -0.2 | 1 | -4 | 0 | 4
12 | CC(=O)OCC1(O)CC23CCC4c5ccoc5CCC4(C)C2CCC1C3 (centres undefined) | 1 | -3 | 0.7 | -1 | 5 | -4 | -6
13 | CN(C(=O)COC(=O)c1cc2c(s1)CCCCC2)C1CCS(=O)(=O)C1 (centres undefined) | -1 | -1 | / | 7 | 1 | 0 | 1
14 | CN1CCC(N(CCc2ccccc2)C(=O)CCC(=O)O)CC1 | -3 | 4 | 0.1 | -1 | 0 | 12 | 0
15 | CC1CCCC(C)N1CC(O)Cn1c2ccccc2c2ccccc21 (centres undefined) | -3 | 5 | / | -1 | / | 15 | -5
16 | CN(C)C(=O)CCc1ccc2c3c([nH]c2c1)[C@]1(C)[C@@H](C(=O)N2CCOCC2)C[C@H](CC(=O)NCCC2=CCCCC2)C(=O)N1CC3 | -1 | 2 | 1.3 | 4 | -5 | -3 | -8
17 | Cc1ccc(C)c(N2CCN(C(=O)Cc3c(C(=O)O)[nH]c4ccc(Cl)cc34)CC2)c1 | 63 | 1 | 0.0 | 1 | -1 | -2 | 12
18 | COc1ccc(NC(=O)CSc2nnc(NC(=O)C3CC3)s2)cc1OC | -3 | -2 | 2.2 | 26* | 1 | -2 | -1
19 | NC(=O)c1ccc(=O)n(Cc2ccc(F)c(F)c2)c1 | -2 | 0 | -0.3 | 2 | -1 | 0 | -2
20 | O=C(Nc1nnc(S(=O)(=O)N2CCOCC2)s1)c1cccc(Br)c1 | -2 | -4 | / | 0 | 0 | -11 | 10
21 | O=C(CN1C(=O)c2ccccc2S1(=O)=O)Nc1cccc(S(=O)(=O)N2CCCCC2)c1 | -11 | -4 | -2.5 | -5 | -5 | -10 | -3
22 | Cn1c(=O)n(C)c2cc([N+](=O)[O-])c(N3CCN(C(=O)c4cccc(F)c4)CC3)cc21 | -2 | / | / | -12 | -2 | / | 5
23 | CCN(CC)S(=O)(=O)c1ccc(N2CC(C(=O)Nc3cccc(C(=O)NC4CC4)c3)CC2=O)cc1 (centres undefined) | -9 | -1 | / | 0 | -5 | 2 | -6
24 | O=C(NNC(=O)c1ccc(S(=O)(=O)N2CCCC2)cc1)c1ccc(Br)cc1 | 0 | / | / | 5 | 5 | / | 7
25 | CCn1c(C)[n+](CC)c2ccc(S(=O)(=O)NC)cc21 | -2 | / | / | 2 | 0 | 2 | 4
26 | COc1ccc(OC)c(-c2nn(-c3ccccc3)cc2C(=O)N2CCc3ccccc3C2)c1 | -3 | 4 | / | 4 | 0 | 3 | -2
27 | Cc1cccc(NC(=O)C2CCN(S(=O)(=O)c3ccc(Cl)cc3)CC2)n1 | 2 | 0 | 0.2 | 1 | -4 | -7 | 19
28 | Cc1ccc(S(=O)(=O)N2CCCCC2)cc1NC(=O)CN1C(=O)c2ccccc2S1(=O)=O | 1 | -1 | / | 6 | -1 | 2 | 5
29 | COC(=O)c1ccc(N2CCOCC2)c(NC(=O)c2cc3ccccc3o2)c1 | -1 | -3 | -1.2 | -3 | 2 | 7 | -1
30 | O=C(NCc1cccnc1)Nc1ccc(Cl)c(Cl)c1 | 3 | -4 | / | -6 | 3 | -14 | -1

The final 5 entries of the part before are carried over, then new ones follow:
# | SMILES | S100A4 inh HTS | PglD inh | E-selectin induc | ERp5 block | SIRT5 inh | Statin myotox sup | DENV2 CPE rescue
26 | COc1ccc(OC)c(-c2nn(-c3ccccc3)cc2C(=O)N2CCc3ccccc3C2)c1 | -3 | 4 | / | 4 | 0 | 3 | -2
27 | Cc1cccc(NC(=O)C2CCN(S(=O)(=O)c3ccc(Cl)cc3)CC2)n1 | 2 | 0 | 0.2 | 1 | -4 | -7 | 19
28 | Cc1ccc(S(=O)(=O)N2CCCCC2)cc1NC(=O)CN1C(=O)c2ccccc2S1(=O)=O | 1 | -1 | / | 6 | -1 | 2 | 5
29 | COC(=O)c1ccc(N2CCOCC2)c(NC(=O)c2cc3ccccc3o2)c1 | -1 | -3 | -1.2 | -3 | 2 | 7 | -1
30 | O=C(NCc1cccnc1)Nc1ccc(Cl)c(Cl)c1 | 3 | -4 | / | -6 | 3 | -14 | -1
31 | CCN(CC)c1nc(NNC(=O)c2ccccc2)nc(N(CC)CC)n1 | 2 | 8 | 0.2 | 8 | -1 | 8 | 15
32 | COc1cc(OC)c(C(=O)OCC(=O)NCC2CCCCC2)cc1OC | -2 | 1 | / | 1 | -3 | -5 | 6
33 | COc1ccc(NC(=O)C(=O)NCCN2CCN(C(=O)c3ccc(C)cc3)CC2)cc1 | -4 | 1 | / | 2 | -7 | 1 | -2
34 | O=C(Cn1cnc([N+](=O)[O-])c1)Nc1ccc(Cl)cc1Cl | 2 | 5 | 0.1 | 5 | -5 | 12 | 1
35 | CC1CCCN(CCCNC(=O)c2ccc(CS(=O)(=O)Cc3cccc(Cl)c3)o2)C1 (centres undefined) | 6 | 0 | / | -6 | -4 | 3 | ?
36 | Cc1ccc(Cn2cc(CN3CC(N4CCSCC4)CS3(=O)=O)nn2)cc1 (centres undefined) | 1 | / | -0.5 | -2 | 0 | / | 31*
37 | O=C(C1CCOCC1)N1CC2(C1)[C@@H](c1ccccc1)[C@@H](CO)N2Cc1ccc(Cl)cc1 | -7 | / | 0.0 | 6 | -2 | / | 3
38 | Cn1c(SCc2ccccc2C#N)nnc1-c1ccncc1 | -5 | -9 | / | 1 | -2 | -10 | -2
39 | CCN(CC)C(=O)c1csc([C@H]2C[C@H](O)[C@@H](CO)O2)n1 | 0 | 1 | 0.0 | 0 | -2 | -2 | -6
40 | C[C@@H]1CN([C@H](C)CO)C(=O)c2c(c3ccccc3n2C)-c2ccccc2CO[C@H]1CN(C)C(=O)NC1CCCCC1 | 0 | 1 | -0.2 | -1 | 0 | 4 | 2
41 | COCC(=O)Nc1ccc2c(c1)OC[C@H](C)N(CCC(F)(F)F)C[C@@H](C)[C@@H](OC)CN(C)C2=O | 5 | -1 | 0.1 | 2 | 1 | 2 | -13
42 | Cn1/c(=N\NC(=O)C2CCCCC2)sc2ccccc21 | -3 | / | 7.4 | 1 | -1 | / | 1
43 | COc1ccc(NC(=O)Cn2c(CCC(=O)O)ccc2-c2ccccc2)cc1 | -5 | 7 | / | 7 | -2 | 25 | -2
44 | O=C(C[C@@H]1C=C[C@H](NC(=O)c2ccncc2)[C@@H](CO)O1)Nc1ccc(-c2ccccc2)cc1 | 5 | -3 | 0.3 | -4 | 1 | 1 | 8
45 | CCN1[C@@H]2c3ccc(-c4ccccc4OC)c(=O)n3C[C@@H]2[C@@H](CO)[C@@H]1C(=O)Nc1nccs1 | -25 | 0 | -1.6 | 1 | -5 | -12 | -2
46 | CCc1ccccc1NC(=O)CCN1C(=O)C2CC=CCC2C1=O (centres undefined) | -6 | -7 | -0.3 | 6 | -5 | 5 | -5
47 | O=C(CC1CC1)Nc1ccc2c(c1)[C@@H]1C[C@@H](CC(=O)N3CCOCC3)O[C@@H](CO)[C@@H]1O2 | / | 1 | -0.3 | / | / | 1 | 1
48 | COC(=O)COc1cccc(NC(=O)C(c2ccccc2)c2ccccc2)c1 | -1 | -6 | 0.5 | -2 | -1 | 5 | 10
49 | COc1ccc2c3c(n(C)c2c1)[C@@H](CO)N(Cc1ccc(F)cc1)CC31CN(C)C1 | -7 | / | -0.6 | 0 | / | / | 20
50 | O=C(CC(F)(F)F)N1C[C@@H]2[C@H](c3ccccc31)[C@@H](CO)N2C(=O)C1CCOCC1 | 6 | -9 | 0.0 | 17 | 2 | 7 | -3
51 | CC(C)(C)[C@H]1C=C(C(=O)N2CCN(Cc3ccccc3)CC2)O[C@@H](OCc2ccc(CO)cc2)C1 | 19&-1 | 4 | -0.1 | 0&-5 | -5&-11 | 2 | 17&2
52 | C[C@H](CO)N1C[C@H](C)[C@H](CN(C)C(=O)c2ccccc2)OCCCC[C@H](C)Oc2ccc(NS(=O)(=O)c3ccccc3)cc2C1=O | 15 | -1 | / | -2 | 2 | / | -5
53 | CC(NC(=O)/C(=C\c1cccc([N+](=O)[O-])c1)NC(=O)c1ccco1)C(=O)O (centres undefined) | -6 | 0 | / | -8 | -1 | 4 | 4
54 | CC(/C=N/NC(=O)c1sc(N)nc1C)=C\c1ccccc1 | 3 | / | / | -1 | 0 | / | 0
55 | Cc1cc(C(=O)NN)c2cc(Br)ccc2n1 | 1 | -4 | / | 4 | 2 | 12 | -2
56 | O=C(NCCCN1CCCC1=O)c1cccc(S(=O)(=O)Nc2ccccc2Cl)c1 | -2 | 3 | -0.2 | 4 | -5 | 11 | -2
57 | O=C(OC(C(=O)NCC1CCCO1)c1ccccn1)c1cccs1 (centres undefined) | -1 | 1 | / | -7 | -1 | -23 | 4

Some values from the results shown.
Reading for cpd 49 under S100A4 inh HTS: -7
Reading for cpd 15 under PglD inh: 5
Reading for cpd 39 under E-selectin induc: 0.0
Reading for cpd 18 under SIRT5 inh: 1
Reading for cpd 6 under ERp5 block: -13
